HTT cytoprotect – qHTS Multiplex Assay to Identify Dual Action Probes in a Cell Model of Huntington: Cytoprotection (ATP); 230,000 compounds, 0.14% hits; PC12 HTT-Q103 induced, cytoprotection, ATP luminescence, 40 h; Potency, µM (series often up to 56.4 µM), for inactives: cytoprotection (ATP increase), usual class: activators; AID 1471, 2008;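 note: potency is the fitted concentration of half-maximal effect; % of control where 0% means no effect; nearly all actives have a fitted effect of over 45% in size; toxic huntingtin expression switched on by the ecdysone agonist tebufenozide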
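Compounds added alongside 100 nM tebufenozide, which induces toxic Q103 huntingtin exon 1-GFP in stable PC12 cells; surviving cells quantified by luminescent ATP measurement. Medium: phenol red-free DMEM, 5% equine and 5% calf serum.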
LMNA splice mod – qHTS Assay for Modulators of Lamin A Splicing; HeLa LMNA splicing GFP/RFP minigene ratio, 48 h; Potency, µM (doses to about 46.1 µM), inactives show at the highest dose ratio change, negative = inhibition, most hits filed as inhibitors; 200,000 compounds, 0.01% hits; active = well fitted inhibition curve with a large enough effect in the signal ratio, with a control signal flat, not every such curve was filed as active; inconclusive = small, poorly fitted or top-dose-only effect, or effect the other way, or a change in a side signal; the % refers to the signal ratio; note: potency is the fitted concentration of half-maximal effect; % is set by controls: 0 for no effect and ±100 for the full control effect
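S3 HeLa stable clones carrying a lamin A-EGFP splicing minigene plus DsRed2 were seeded at 600 cells/well in Opti-MEM with 2% FBS, pin-dosed and incubated 48 h at 37°C. Acumen cytometry (488 nm) gave the GFP/RFP total-intensity ratio.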
GAA spleen mod – qHTS Assay for Inhibitors and Activators of Human alpha-Glucosidase From Spleen Homogenate; Potency, µM (top dose mostly 79.9 µM), without a hit: at the top dose activity change, negative = inhibition, actives largely listed as inhibitors; human spleen homogenate, 4-MU-alpha-glucoside fluorescence; 240,000 compounds, 0.006% hits; Lysosomal alpha-glucosidase (Homo sapiens), P10253;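 note: potency is the fitted concentration of half-maximal effect; 0% = enzyme with vehicle and -100% = no enzyme basal signal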
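Human spleen homogenate (1 ug) incubated with compounds and 1 mM 4-methylumbelliferyl-alpha-D-glucopyranoside in pH 5.0 citrate/phosphate buffer, 37 C, 40 min. Stopped at pH 10; 4-MU fluorescence (Ex 365/Em 440 nm); AC50 by Hill fit.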
GAA inh – qHTS Assay for Inhibitors of Human alpha-Glucosidase as a Potential Chaperone Treatment of Pompe Disease; Lysosomal alpha-glucosidase (Homo sapiens), P10253; Potency, µM (top dose mostly 76.9 µM), inactives show top-dose activity change, negative = inhibition, actives largely listed as inhibitors; purified human GAA, 4-MU-alpha-glucoside fluorescence; 200,000 compounds, 0.005% hits;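 note: potency is the fitted concentration of half-maximal effect; plate controls were uninhibited enzyme wells for no effect and no-enzyme background for full effect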
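Activity normalized between no-enzyme (basal) and enzyme-only wells. Conditions: 4 nM human enzyme, 400 uM fluorogenic substrate, citrate/phosphate pH 5.0 with Tween-20, 20 min room temperature, compounds up to 77 uM.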
CBFb RUNX1 block – qHTS Assay for Compounds Blocking the Interaction Between CBF-beta and RUNX1 for the Treatment of Acute Myeloid Leukemia; 230,000 tested, under 10 active; AID 1477, 2009; Potency, µM (highest dose often 59.8 µM), inactives show top-dose activity, negative = inhibition, actives largely listed as inhibitors; Runt-related transcription factor 1 (Homo sapiens) + Core-binding factor subunit beta …; AlphaScreen CBFb-His/RUNX1-biotin binding, biochemical; note: % of control where 0% means no effect
Target sequence (Q01196 whole entry, looked up): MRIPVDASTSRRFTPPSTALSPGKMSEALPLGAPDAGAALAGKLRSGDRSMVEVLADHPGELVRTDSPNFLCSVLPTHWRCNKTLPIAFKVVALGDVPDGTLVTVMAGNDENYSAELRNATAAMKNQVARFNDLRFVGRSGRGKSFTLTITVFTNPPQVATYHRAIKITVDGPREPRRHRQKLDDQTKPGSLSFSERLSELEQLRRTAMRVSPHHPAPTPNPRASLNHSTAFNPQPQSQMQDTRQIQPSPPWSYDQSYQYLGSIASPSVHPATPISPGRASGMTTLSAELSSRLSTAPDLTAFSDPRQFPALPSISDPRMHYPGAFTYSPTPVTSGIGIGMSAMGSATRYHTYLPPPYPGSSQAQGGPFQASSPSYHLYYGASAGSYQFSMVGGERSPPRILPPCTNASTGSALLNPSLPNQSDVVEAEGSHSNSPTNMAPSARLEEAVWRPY
Target sequence (Q13951 whole entry, looked up): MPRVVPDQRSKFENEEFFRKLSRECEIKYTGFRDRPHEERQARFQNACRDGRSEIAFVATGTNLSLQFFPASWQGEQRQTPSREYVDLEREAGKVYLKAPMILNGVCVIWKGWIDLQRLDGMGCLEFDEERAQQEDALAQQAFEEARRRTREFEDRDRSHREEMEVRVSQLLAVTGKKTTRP
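Read-out: AlphaScreen. Format: His-CBF-beta with biotinylated RUNX1 (30 nM each) preincubated 20 min, compound 15 min, Ni-chelate plus streptavidin beads 90 min; room temperature throughout.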
GAA glycogen – qHTS Assay for Inhibitors and Activators of Human alpha-Glucosidase Cleavage of Glycogen; Lysosomal alpha-glucosidase (Homo sapiens), P10253; recombinant GAA, glycogen substrate, Amplex Red glucose oxidase fluorescence; Potency, µM (highest dose often 76.4 µM), for inactives: top-dose activity change, negative = inhibition, usual class: inhibitors; 300,000 compounds, 0.38% hits;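 note: potency is the fitted concentration of half-maximal effect; 0% = full enzyme reaction and -100% = no-enzyme basal signal; the screen sought inhibitors and activators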
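Recombinant human alpha-glucosidase (4 nM final) hydrolysed bovine liver glycogen (30 ug) for 40 min at 37 C in pH 5.0 citrate/phosphate with 0.01% Tween-20. Released glucose detected by glucose oxidase/Amplex Red, Ex 573/Em 610 nm. Compounds up to 77 uM; AC50 from Hill fits.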
HttQ103 aggreg – qHTS Multiplex Assay to Identify Dual Action Probes in a Cell Model of Huntington: Aggregate Formation (GFP); PC12 HttQ103-GFP aggregates, Acumen cytometry, 40 h; Potency, µM (doses to about 46.1 µM), for inactives: at the highest dose activity change, negative = inhibition, actives largely listed as inhibitors; 220,000 compounds, 1.1% hits; note: potency is the fitted concentration of half-maximal effect; % is set by controls: 0 for no effect and ±100 for the full control effect; nearly all actives have a fitted effect of over 60% in size
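Aggregate formation scored by laser-scanning cytometer (488 excitation, 500–530 emission) in lysed PC12 cells expressing Q103-GFP after 100 nM tebufenozide induction; library tested in dose series, with ATPLite reagent added in the multiplex.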
Active calls of the source: *; ? = inconclusive; . = not tested or not shown; & = joins results of further samples; [ ] = remark or other dose. Unless noted, calls come from the whole dose curve; as a rule, active = well fitted curve in the direction sought with a large enough effect; inconclusive = small, poorly fitted or top-dose-only effect, or another doubt; inactive = no such curve, though single readings can be large; an effect the other way counts as inactive or inconclusive.

The line under a structure holds: HTT cytoprotect, LMNA splice mod, GAA spleen mod, GAA inh, CBFb RUNX1 block, GAA glycogen, HttQ103 aggreg
- Cc1cccc(C(=O)OC2CCN(C)CC2)c1
→ -2.9%[10 µM], 6.8%[46 µM], -7.7%, 7.9%, 6.0%, -8.3%, -1.7%[9.22 µM]
- O=c1[nH]n(-c2ccc([N+](=O)[O-])cc2)c(=O)c2ccccc12
→ 16.3%[10 µM], ., -2.2%, -2.2%, -1.1%, -27.5%, 8.4%[9.22 µM]
- FC(F)C(F)(F)c1cc(-c2ccc(Cl)cc2)n[nH]1
→ 1.3%[10 µM], ., 0.6%, ., 19.0%, -3.3%, -14.0%[9.22 µM]
- CCOC(=O)C1CCN(C(=O)CN(c2ccc(OC)cc2)S(=O)(=O)c2c(C)noc2C)CC1
→ -8.1%, 4.2%, -19.9%, 0.3%[15.4 µM], -0.9%, 10.9%, 10.8%
- c1ccc(-c2noc(CSc3nc4ccccc4o3)n2)cc1
→ -7.1%, ?, -0.3%, -7.9%, 29.7%, 7.6%, 1.4%
- O=C1CC(SCCO)C(=O)N1c1ccccc1 (centres undefined)
→ 11.7%[10 µM], 0.0%, -2.6%, 0.8%, 1.9%, 15.8%, 8.6%
- COc1cc(C2CC(=O)Oc3cc4c(cc32)OCO4)cc(OC)c1OC (centres undefined)
→ -19.6%, ., 6.7%[119 µM], ., -18.7%[89.1 µM], ., .
- CCn1c(SCC(=O)c2c[nH]c3ccccc23)nnc1-c1cccs1
→ -4.9%, -9.3%, -0.9%, -4.0%, 3.3%, 2.3%, ?
- COc1ccc(C(=O)C2C(c3ccc(-c4ccccc4[N+](=O)[O-])o3)NC(=O)NC2(O)C(F)(F)F)cc1 (centres undefined)
→ ?, -11.3%, -17.6%, -0.6%, -13.3%, -8.0%, ?
- COc1ccc(-c2nnnn2CCc2ccccc2)cc1
→ -5.1%[10 µM], -1.6%, -17.6%, 3.7%, -13.8%, -1.6%, -9.2%
- O=C(Nc1nccs1)c1cc2sccc2n1Cc1ccc(Cl)cc1
→ -47.1%[inhibitor], 13.9%, -0.5%, -3.4%, 5.1%, -9.7%, -4.2%
- CCn1c(SCC(=O)Nc2c(C#N)cnn2-c2ccccc2)nnc1-c1cccs1
→ 20.0%[10 µM], ., 3.5%, ., 11.7%, 5.2%, 7.9%[9.22 µM]
- CCOc1ccc(C2C3=C(Nc4nc(N)[nH]c(=O)c42)c2ccccc2C3=O)cc1 (centres undefined)
→ -1.7%[10 µM], -9.1%, -1.7%, -5.8%, -8.0%, -18.8%, -21.2%
- COc1ccc(-c2ccnc3nc(Sc4ncc(C(F)(F)F)cc4Cl)nn23)cc1
→ -53.6%[inhibitor], 7.8%, -0.8%, ?, 8.7%, -11.2%, -23.1%
- C=CCNC(=O)c1oc2ccc(S(=O)(=O)N(CC)CC)cc2c1C
→ -5.9%, -3.8%, -8.0%, 4.8%, 3.0%, 5.7%, 8.7%
- CCN(C(=O)c1cnc(NC(C)C)cc1C(F)(F)F)c1ccc(Cl)cc1
→ 11.4%[10 µM], ., -5.8%, -23.2%, 17.3%, 8.8%, -11.3%[9.22 µM]
- COc1cc(-c2nnc(-c3cc(OC)c(OC)c(OC)c3)o2)cc(OC)c1OC
→ 25.6%[10 µM], -10.4%, 3.5%, 6.5%, -3.8%, -0.8%, -1.4%
- Cc1cc(NC(=O)c2ccc(C)c([N+](=O)[O-])c2)no1
→ -25.3%, ., 4.9%, -26.0%, -6.9%, 6.4%, 0.8%
- CCC(C)(C)NC(=O)CN(CC1CCCO1)C(=O)CCC(=O)Nc1nccs1 (centres undefined)
→ -12.2%, -1.7%, -20.6%, -7.0%, 1.6%, 2.3%, 4.8%
- CCCOC(=O)NC1C(NC(=O)OCCC)N(C)C(=O)N1C (centres undefined)
→ 7.2%, 4.5%, -18.8%, 1.3%, 0.9%, -2.3%, 4.8%
- S=C(NCc1ccccn1)Nc1ccc(Cl)cc1Cl
→ 2.3%, 0.1%[0.0737 µM], -9.4%, -10.8%, 4.8%, -2.0%, 5.6%
- COC(=O)C1=C(Cn2cnc3ccccc32)NC(=O)NC1c1cc(C)ccc1C (centres undefined)
→ 13.4%, -13.2%, -20.0%, -3.9%, 1.8%, 2.3%, -0.4%
- CC(C)Cn1c(N)c(C(=O)COC(=O)c2ccccc2Cl)c(=O)n(C)c1=O
→ 2.1%[10 µM], ., 2.3%, -7.5%, 0.8%, -2.2%, -13.1%
- O=C(NC(=O)N1CCN(c2ccc([N+](=O)[O-])cn2)CC1)c1ccccc1F
→ -24.4%[10 µM], ., 0.6%, ., 10.5%, 5.8%, -24.3%[9.22 µM]
- O=C(NCCCNc1ccc(C(F)(F)F)cc1[N+](=O)[O-])c1ccc(F)cc1
→ 10.1%[10 µM], -24.4%, 0.4%, -0.6%, 1.7%, -2.4%, ?
- COc1ccc(/C=N/Nc2ccccn2)cc1O
→ -1.0%[10 µM], ., -1.4%, ., -9.1%, ?, 18.0%[9.22 µM]
- O=C(O)c1cc(O)c2c(c1)C(=O)c1cccc(O)c1C2=O
→ 1.4%[1.9 µM], ?, -0.2%&-1.2%&-9.9%, 0.3%[15.4 µM], -29.3%, -6.9%, -16.4%
- CN(C)c1ncc2ncc(=O)n(C[C@H]3CCCO3)c2n1
→ -21.7%, -15.7%, -0.6%, ., ., ., .
- Cc1cc(C)c(NC(=O)CN2CCN(C)CC2)c(C)c1
→ -4.6%, -6.1%, 7.0%, 8.2%, -1.0%, 13.6%, 10.8%
- O=C(CN1CCN(c2ccccc2)CC1)Nc1c(C(=O)C2CC2)oc2ccccc12
→ -6.8%[0.074 µM], -4.3%, -6.7%, -4.4%, 2.2%, -3.2%, 8.3%

By substructure, the entries above containing a nitro group on carbon
The line under a structure holds: HTT cytoprotect, LMNA splice mod, GAA spleen mod, GAA inh, CBFb RUNX1 block, GAA glycogen, HttQ103 aggreg
- O=c1[nH]n(-c2ccc([N+](=O)[O-])cc2)c(=O)c2ccccc12
→ 16.3%[10 µM], ., -2.2%, -2.2%, -1.1%, -27.5%, 8.4%[9.22 µM]
- COc1ccc(C(=O)C2C(c3ccc(-c4ccccc4[N+](=O)[O-])o3)NC(=O)NC2(O)C(F)(F)F)cc1 (centres undefined)
→ ?, -11.3%, -17.6%, -0.6%, -13.3%, -8.0%, ?
- Cc1cc(NC(=O)c2ccc(C)c([N+](=O)[O-])c2)no1
→ -25.3%, ., 4.9%, -26.0%, -6.9%, 6.4%, 0.8%
- O=C(NC(=O)N1CCN(c2ccc([N+](=O)[O-])cn2)CC1)c1ccccc1F
→ -24.4%[10 µM], ., 0.6%, ., 10.5%, 5.8%, -24.3%[9.22 µM]
- O=C(NCCCNc1ccc(C(F)(F)F)cc1[N+](=O)[O-])c1ccc(F)cc1
→ 10.1%[10 µM], -24.4%, 0.4%, -0.6%, 1.7%, -2.4%, ?

Reformatted with each value named: part of the list above
> COC(=O)C1=C(Cn2cnc3ccccc32)NC(=O)NC1c1cc(C)ccc1C (centres undefined)
  HTT cytoprotect: 13.4%; LMNA splice mod: -13.2%; GAA spleen mod: -20.0%; GAA inh: -3.9%; CBFb RUNX1 block: 1.8%; GAA glycogen: 2.3%; HttQ103 aggreg: -0.4%
> CC(C)Cn1c(N)c(C(=O)COC(=O)c2ccccc2Cl)c(=O)n(C)c1=O
  HTT cytoprotect: 2.1%[10 µM]; LMNA splice mod: .; GAA spleen mod: 2.3%; GAA inh: -7.5%; CBFb RUNX1 block: 0.8%; GAA glycogen: -2.2%; HttQ103 aggreg: -13.1%

Back to the main list, starting 2 compounds before the break.
The line under a structure holds: HTT cytoprotect, LMNA splice mod, GAA spleen mod, GAA inh, CBFb RUNX1 block, GAA glycogen, HttQ103 aggreg
- Cc1cc(C)c(NC(=O)CN2CCN(C)CC2)c(C)c1
→ -4.6%, -6.1%, 7.0%, 8.2%, -1.0%, 13.6%, 10.8%
- O=C(CN1CCN(c2ccccc2)CC1)Nc1c(C(=O)C2CC2)oc2ccccc12
→ -6.8%[0.074 µM], -4.3%, -6.7%, -4.4%, 2.2%, -3.2%, 8.3%
- CN(C)C(CNS(=O)(=O)c1ccc(F)cc1)c1cccnc1 (centres undefined)
→ 21.0%[10 µM], 0.5%, -12.4%, -4.8%, 14.7%, 1.4%, -10.4%
- Cc1ccc([N+](=O)[O-])cc1S(=O)(=O)N1CCN(C)CC1
→ ?, ., 0.9%, 0.8%, 6.0%, 19.3%, 8.0%
- Cc1ccc(CSCC(=O)Nc2ccc3c(c2)OCO3)cc1
→ -32.3%[inhibitor], 19.4%, -4.1%, 1.0%, -26.2%, -13.6%, -7.9%
- Cc1[nH]c(=O)[nH]c(=O)c1NC(=O)c1ccc(OC(C)C)cc1
→ 16.1%[10 µM], 9.4%[46 µM], 1.9%, 1.3%, 5.1%, 16.7%, 14.9%[9.22 µM]
